# DENV2 CPE: inhibitors of DENV2 cytopathic effect, primary screen, cell-based, plate reader, single concentration | hit rate 1.7% among 350,000 | AID 651640, 2012 | CPE inhibition, % at 9.99 µM | DENV2-infected cells, cytopathic effect rescue; in the data active = CPE inhibition above about 20%, passing the limit was not always enough; inconclusive = no clear call, values can overlap the other calls; tested in BHK-21 cells;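 note: 0% = median of neutral control wells and 100% = median of positive control wells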
# Xi reactivation: activators of inactive X chromosome reactivation, primary screen, imaging, XiGFP fibroblasts, GFP high-content imaging, set 2. AID 743238, 2013. activation, % at 7.58 µM. XiGFP mouse fibroblasts, % GFP-positive cells imaging, 3 d; cells co-treated with 5-aza-dC sensitizer; scaled so ellipticine positive control = 100%. hit rate 0.055% among 360,000;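 active = mean normalized replicate activation at least 10% and every replicate at or above 10%; inconclusive = only one of the two criteria met; inactive = mean below 10% and not all replicates reach 10%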;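 note: 0% = median of on-plate neutral control wells and 100% = ellipticine 6 µM median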
#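 Material: SV40-immortalized XiGFP fibroblast cells, line 68-5-11 | Buffer or medium: DMEM containing 5-aza-dC | Dosing: One concentration, pinned | Times: 3 d treatment, 15 min room-temperature fixation | Controls: Ellipticine 6 µM positive control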
# RAD52 anneal inh: RAD52 DNA annealing inhibitors, primary screen, biochemical, FRET, single point, set 2; hit rate 0.46% among 360,000; recombinant RAD52 DNA annealing, FRET fluorescence; inhibition, % at 18.7 µM; DNA repair protein RAD52 homolog (Homo sapiens), P43351;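 active = every replicate showing at least 50% inhibition; inconclusive = mean inhibition at least 50% but not in every replicate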
# E-sel inducer: E-selectin induction in HUVECs, primary screen, imaging, HUVEC, immunofluorescence imaging, single point; normalized: neutral wells 0, TNF-alpha wells 100; AID 686992, 2013; P16581; activation, % at 7.58 µM; hit rate 0.37% among 260,000;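 active = mean E-selectin-positive cell signal at least 10% of the positive control, reached in at least 60% of replicates, without over 20% cell loss; inconclusive = no rule given, readout overlaps actives, possibly toxicity-flagged; inactive = the rest, including those meeting only one limit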;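 note: in these data hits start at about 27%; measured in HUVEC primary endothelial cells; signal is the percent of cells scored E-selectin positive by PE staining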
# Target sequence (P16581 whole entry, looked up): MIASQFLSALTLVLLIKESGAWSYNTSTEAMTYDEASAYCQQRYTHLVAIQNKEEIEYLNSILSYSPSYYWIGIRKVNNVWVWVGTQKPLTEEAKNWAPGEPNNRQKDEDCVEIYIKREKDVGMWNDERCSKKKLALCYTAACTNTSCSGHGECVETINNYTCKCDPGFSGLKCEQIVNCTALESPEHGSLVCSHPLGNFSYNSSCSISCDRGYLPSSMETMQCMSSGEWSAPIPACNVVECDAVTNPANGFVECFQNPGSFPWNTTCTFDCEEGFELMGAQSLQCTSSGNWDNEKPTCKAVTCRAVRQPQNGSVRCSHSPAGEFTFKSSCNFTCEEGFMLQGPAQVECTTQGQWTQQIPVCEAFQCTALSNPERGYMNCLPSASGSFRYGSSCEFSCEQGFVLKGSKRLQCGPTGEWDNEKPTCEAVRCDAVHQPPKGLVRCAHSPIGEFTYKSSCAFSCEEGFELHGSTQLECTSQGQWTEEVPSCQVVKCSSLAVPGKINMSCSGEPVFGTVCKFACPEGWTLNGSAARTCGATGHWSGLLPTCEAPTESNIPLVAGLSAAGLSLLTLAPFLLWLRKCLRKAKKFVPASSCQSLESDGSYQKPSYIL
#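 material = human umbilical vein endothelial cells (HUVEC), E-selectin induction | quantity = 3,000 cells/well | medium = EGM-2 growth medium on 0.1% gelatin-coated wells | technique = immunofluorescence imaging | read-out basis = % PE-positive cells | control set = TNF-alpha positive control, DMSO neutral control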
# CASP6 VEID inh: human caspase-6 inhibitors, primary screen, biochemical, VEID-R110 fluorescence, single point, set 2; inhibition, % at 12.5 µM; purified caspase-6, Z-VEID-R110 cleavage fluorescence; AID 686996, 2013; hit rate 0.53% among 350,000; P55212;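 active = mean inhibition across replicates at least about 35%, with every replicate also reaching that limit, limit read from the data; inconclusive = only one of the two criteria met; inactive = neither criterion met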;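 note: 0% = median of neutral control wells and 100% = no fluorescence left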
# Target sequence (P55212 24-179 limits assumed): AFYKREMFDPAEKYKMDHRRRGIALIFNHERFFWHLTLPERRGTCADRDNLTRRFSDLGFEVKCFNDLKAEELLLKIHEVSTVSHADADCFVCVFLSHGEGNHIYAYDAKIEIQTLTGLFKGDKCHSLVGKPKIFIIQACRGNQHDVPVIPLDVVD
# Target sequence (P55212 194-293 limits assumed): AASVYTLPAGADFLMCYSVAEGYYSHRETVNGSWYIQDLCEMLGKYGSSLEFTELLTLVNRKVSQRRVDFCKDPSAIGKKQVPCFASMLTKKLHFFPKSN
# CFTR F508del cor: F508del CFTR correction, initial screen, CFBE line, single point; CFBE cells, YFP halide quenching; stimulated with forskolin plus potentiator P3; % fluorescence drop versus neutral controls; activity (quench increase), % at 7.58 µM; hit rate 0.36% among 350,000; AID 720511, 2013;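 active = mean added fluorescence quench of at least 8% versus neutral control, with both replicates also reaching 8%; inconclusive = only one of the mean or replicate conditions met; inactive = mean below 8% and not both replicates reaching 8%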;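 note: cells transiently co-express mutant CFTR-F508del with the halide-sensitive YFP; corrector assay measuring rescue of mutant channel to the surface after 24 h compound exposure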
# GSIS activator: GLuc luminescence reporter in INS-1E cells, primary screen for activators of glucose-dependent secretion of insulin | INS-1E GLuc reporter insulin secretion, 2-3 h | activation, % at 16.6 µM | hit rate 0.61% among 370,000;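 active = lowest replicate activation of at least 40%, so every replicate reaches that level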;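 note: 0% = median of neutral control wells and 100% = median of IBMX positive control wells; some compounds called inactive have numbers as strong as hits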
# RAD54 branch: inhibitors of human RAD54 branch migration, primary screen, biochemical, fluorescence, single point; DNA repair and recombination protein RAD54-like (Homo sapiens), Q92698; RAD54 Holliday junction branch migration, FAM/BHQ fluorescence; inhibition, % at 10.4 µM; hit rate 0.14% among 360,000;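 active = mean normalized replicate activity at least 40 and at least half of replicates scoring 40 or more; inconclusive = only one of the two criteria met; inactive = mean below 40 and under half of replicates reaching 40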;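 note: 0% = median of neutral control wells and 100% = median of positive control wells; inhibitors cause a drop in the FAM fluorescence signal; in these data hits start at about 50%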
# * marks the source's active call; other numbers are inactive results; ? = inconclusive; . = not tested or not shown.
SMILES,DENV2 CPE,Xi reactivation,RAD52 anneal inh,E-sel inducer,CASP6 VEID inh,CFTR F508del cor,GSIS activator,RAD54 branch
O=C(C[C@@H]1CC[C@@H]2[C@H](COC[C@H](O)CN2Cc2nccs2)O1)NCc1ccccc1,7,0.0,-7,0.1,0,-2.8,-8,9
CC(C)CC#Cc1ccc2c(c1)O[C@H](CN(C)C(=O)Cc1ccccn1)[C@@H](C)CN([C@H](C)CO)S2(=O)=O,-14,0.0,8,-0.3,2,2.6,-11,1
COc1ccc(N/C=C(\C=C\C#N)S(=O)(=O)c2ccccc2)cc1,18,0.0,-199,.,-1,-0.8,-10,-10
Cc1ccc(NC(=O)CCNS(=O)(=O)c2ccccc2)cc1S(=O)(=O)N1CCOCC1,-6,-0.1,-11,.,4,-1.3,-3,8
CC1CCc2cc(F)ccc2N1C(=O)CSc1nnc2c3ccccc3n(C)c2n1 (centres undefined),7,.,-7,.,-1,-1.4,3,8
O=C(O)Cc1c[nH]c2cccc(O)c12,-5,.,8,.,54*,1.5,-4,8
COc1ccc(-c2nc(SC(CC(=O)NCc3ccccc3)c3ccc(OC)c(OC)c3)n[nH]2)cc1 (centres undefined),?,0.0,-9,.,-2,-0.5,-9,.
Cc1ccc(CCNC(=O)C2CCN(S(=O)(=O)c3ccc4c(c3)oc(=O)n4C)CC2)cc1,6,0.1,-14,-0.1,-2,-1.1,6,-11
CCOC(=O)c1c(-c2ccccc2)csc1NC(=O)c1cc(-c2ccccc2OC)on1,-1,.,-6,0.0,-3,-1.7,17,.
O=C(/C=C/c1ccco1)NCc1ccc2c(c1)OCO2,0,0.1,-40,0.0,4,1.5,-15,-9
C[C@H]1CN([C@@H](C)CO)S(=O)(=O)c2ccc(C#CC(C)(C)O)cc2O[C@H]1CN(C)Cc1ccc(F)cc1,.,0.1,.,0.0,.,0.2,-7,.
CC(=O)N1CCN(c2ccc(S(C)(=O)=O)cc2[N+](=O)[O-])CC1,?,0.1,-5,2.0,-7,-0.1,17,1
O=C(C[C@@H]1C[C@H]2c3cc(NC(=O)c4ccc5c(c4)OCO5)ccc3O[C@H]2[C@H](CO)O1)NCc1ccc(Cl)cc1,7,0.7,-22,0.3,1,-1.1,-19,1
COc1ccc(CCNC(=O)Cn2cc(C(F)(F)F)cc(Cl)c2=O)cc1,-7,0.2,-6,0.1,.,1.3,-4,.
c1ccc(-c2nnsc2-c2ccccc2)cc1,6,0.3,-2,-0.1,0,-1.0,20,-6
OC[C@@H]1CN(Cc2ccccc2)C[C@H](n2cnc3c(N4CCCC4)ncnc32)O1,4,0.0,-9,0.6,-2,-1.1,33,-5
CC(C)C[C@@H](COCc1ccc(F)cc1)N1CCN(C(=O)c2cccc(C(F)(F)F)c2)CCC1=O,-2,0.0,4,0.0,1,1.7,-29,.
Cc1cc(C)c(C#N)c(Nc2ccc3c(c2)OCCO3)n1,1,0.0,-6,4.6,0,-0.7,5,-8
O=C(C1CC1)N1CC2(C1)[C@@H](c1ccccc1)[C@@H](CO)N2C(=O)CC1CC1,-6,0.0,-13,-0.1,1,0.8,-17,.
COc1cc(F)ccc1-c1csc(C(NC(C)=O)c2ccc(F)c(F)c2)n1 (centres undefined),?,-0.1,-9,-0.1,-1,-2.2,-8,5
COc1cc(C(=O)N2CCN(C(=O)C3CCCO3)CC2)cc(OC)c1OC (centres undefined),-6,0.1,-10,.,-3,-2.8,12,16
COc1ccc(-n2c(Cn3c(=O)sc4ccccc43)nnc2SCC(=O)N2CCCC2)cc1,-4,0.2,-9,-0.2,2,3.4,9,-1
C[C@H]1CN([C@@H](C)CO)C(=O)Cc2cc(NC(=O)NC3CCCCC3)ccc2O[C@H]1CN(C)Cc1ccc(C(F)(F)F)cc1,4,-0.1,2,0.1,1,-5.9,-12,1
Cc1ccc(S[C@]2(C(=O)NC3CC3)CC(=O)N(C3CCCCC3)[C@@H]2c2ccc(CO)cc2I)cc1,-3,.,14,.,-1,3.6,.,-11
COCCCN1C(=O)C(CC(=O)NC2CCCCC2)CC(C(=O)N(C(C)C)C(C)C)=C1C (centres undefined),27*,.,7,0.8,-2,1.6,-4,-7
Cc1ccc(S(=O)(=O)N(C)C[C@@H]2OCCCC[C@H](C)Oc3ccc(NC(=O)NC(C)C)cc3C(=O)N([C@@H](C)CO)C[C@H]2C)cc1,-6,0.0,7,0.0,1,1.0,-7,-2
COc1ccc2c3c(n(C)c2c1)[C@@H](CO)N(C(=O)C1CCCCC1)CC31CCN(C(=O)CN(C)C)CC1,14,0.3,0,0.0,-2,-1.6,-11,.
COc1ccc(-n2c(SCc3ccc([N+](=O)[O-])cc3)nnc2-c2ccc(C)cc2)cc1,-6,0.0,-7,0.0,-2,.,-31,.
Cc1nc(C)c(C(=O)OCC(=O)Nc2ccc(C)c(C)c2)s1,10,0.0,-11,-0.2,1,1.1,-1,7
O=C(Nc1ccc2c(c1)OCCO2)C(c1ccnc2ccccc12)n1c(=O)c(-c2ccco2)nc2ccccc21 (centres undefined),50*,0.1,-11,-0.1,2,2.0,-3,.
CCOC(=O)C1CCCN(C(=O)c2ccc(C)c(S(=O)(=O)N3CCCCC3)c2)C1 (centres undefined),-8,0.2,-2,.,2,3.0,7,7
O=C(NCC[C@@H]1CC[C@H](NS(=O)(=O)c2cccc(F)c2)[C@@H](CO)O1)C1CCOCC1,-2,-0.2,-15,0.1,-1,3.5,8,-5
O=C1NC(=Nc2ccc(O)cc2)S/C1=C/c1ccco1,-1,0.0,-27,4.9,39*,11*,-12,-7
COc1ccc(NC(=O)N(C)C[C@@H]2Oc3ccc(NC(=O)Nc4c(C)noc4C)cc3CC(=O)N([C@@H](C)CO)C[C@@H]2C)cc1,-5,-1.2,4,0.0,-1,-2.1,13,2
Cc1ccc(NC(=S)NCC(O)c2ccccc2)c(C)c1 (centres undefined),-3,0.0,0,.,-3,-1.2,-3,0
CN/C(=C/[N+](=O)[O-])NCCSCc1csc(CN(C)C)n1,-7,0.1,-14,-2.1,-13,2.6,.,-8
COc1ccc(S(=O)(=O)N2CCN(CC(=O)NC3CC3)CC2)cc1,23*,0.1,-8,-3.8,5,2.8,4,7
Cc1cc(C)nc(NNC2=CC(=[N+]3CCCC3)CCC2)n1,4,0.3,13,-2.0,6,0.5,13,.
C[C@H](NC(=O)c1ccco1)C(=O)Nc1cccc([N+](=O)[O-])c1,0,0.0,-11,.,-1,-1.5,-1,.
C[C@@H]1CN([C@@H](C)CO)S(=O)(=O)c2ccc(C#CC3CCCC3)cc2O[C@H]1CN(C)C(=O)Cc1ccccc1,8,-1.1,9,-0.1,2,1.8,-42,0
O=C(COC(=O)c1cc(Br)ccc1O)NC1CCCCCC1,-6,0.0,-2,.,0,-3.9,23,-1
Cc1cccc(N2CCN(Cc3ccoc3)CC2)c1C,0,.,-8,.,-3,3.1,-15,.
COc1ccccc1-c1ccc([C@H]2[C@H]3CN(C(=O)c4ccncc4)CCCCN3[C@H]2CO)cc1,22*,0.0,6,0.3,-3,-2.3,3,3
OCCC1CN(CC(c2ccccc2)c2ccccc2)CCN1C1CCCC1 (centres undefined),-7,0.0,-7,-4.9,3,1.6,-12,.
O=C(NC[C@@H]1N[C@@H](CO)[C@H]1c1ccccc1)C1CCCC1,15,0.0,9,1.6,.,2.2,3,-6
COC(=O)c1sc2ncn(CC(=O)N(C)C3CCCCC3)c(=O)c2c1C,-8,0.0,-19,0.4,0,2.0,9,-8
CO[C@H]1CN(C)C(=O)c2ccc(NC(=O)C3CCC3)cc2OC[C@H](C)N(Cc2nccs2)C[C@H]1C,16,0.2,8,-0.1,1,1.0,-5,2
N#Cc1ccc(-c2ccc3c(c2)[C@H]2[C@H](CCN2C(=O)C2CCC2)[C@H](CO)N3)cc1,35*,-0.1,-10,0.7,1,-1.8,22,.
Cc1ccc(S(=O)(=O)N(C)C[C@@H]2Oc3c(NC(=O)NC4CCCCC4)cccc3C(=O)N([C@H](C)CO)C[C@@H]2C)cc1,-8,-0.2,-38,-0.1,2,-2.7,-8,6
CCOc1cc(N2CCOCC2)c(OCC)cc1NC(=O)CSc1n[nH]c(N)n1,6,-0.1,1,0.0,-3,-2.4,14,.
COc1ccc(NC(=O)Nc2ccc3c(c2)C(=O)N([C@H](C)CO)C[C@H](C)[C@H](CN(C)S(=O)(=O)c2ccccc2)O3)cc1,10,0.1,-8,.,-3,-3.7,3,-1
CC(C)NC(=O)N1[C@H](C(=O)N2CCc3ccccc3C2)[C@@H](CO)[C@@H]2Cn3c(cccc3=O)[C@@H]21,6,0.1,-11,0.8,-1,.,9,-1
COc1cc(OC)cc(C(=O)Nc2nnc(Cc3ccc(OC)c(OC)c3)s2)c1,.,0.0,-13,7.3,-7,-4.9,22,-3
C[C@@H]1CN([C@H](C)CO)C(=O)c2cccc(NC(=O)C3CC3)c2O[C@H]1CN(C)Cc1ccc(-c2ccccc2)cc1,3,0.1,13,1.0,0,-2.6,0,-1
COc1ccccc1NC(=O)c1ccc(S(=O)(=O)N2CCCC(C)C2)cc1 (centres undefined),-3,0.0,-5,0.8,-1,-0.8,-8,-6
COc1ccc(C(=O)O/N=C/c2ccc(S(=O)(=O)c3ccc(Cl)cc3)nc2)cc1,9,0.2,-7,0.0,-1,2.0,2,0
Cc1noc(C)c1S(=O)(=O)Nc1ccc2c(c1)CC(=O)N([C@@H](C)CO)C[C@H](C)[C@H](CN(C)C(=O)Nc1ccc(F)cc1)O2,6,0.0,4,-13,-1,-0.3,1,-3
COC(=O)[C@@]1(Cc2ccc(F)cc2)[C@H]2c3cc(C(=O)N4CCCC4)n(Cc4ccc(C(F)(F)F)nc4)c3C[C@H]2CN1C(=O)c1ccccc1,1,-0.4,-5,-0.3,0,-1.0,-12,.
Cn1cnc(S(=O)(=O)N2CCCCN3[C@H](CO)[C@@H](c4ccc(-c5ccccc5)cc4)[C@H]3C2)c1,26*,0.0,10,-0.2,2,1.2,-3,-5
O=C(CNC(=O)c1cccc(Br)c1)N/N=C/c1ccc[nH]1,-8,0.1,-2,.,2,0.7,.,.
COc1cccc(NC(=O)c2ccc3nc(C)sc3c2)c1,?,0.1,-16,.,-1,2.2,5,0
CCC(=O)Nc1ccc2c(c1)C(=O)N(C)C[C@@H](OC)[C@@H](C)CN(Cc1cccc(F)c1)[C@@H](C)CO2,3,0.4,-6,0.2,1,-1.3,-9,-2
O=C(NCCn1ccc2ccccc21)c1ccc(S(=O)(=O)N2CCOCC2)cc1,6,0.0,-179,-0.1,1,2.9,-41,-14

# Source: PubChem BioAssay
